tim10-1 inh: growth inhibitors of tim10-1 mutant yeast; S. cerevisiae tim10-1 ts strain growth, BacTiter-Glo, 24 h; inhibition, % at 20 µM; 330,000 compounds, 2.2% hits; AID 463190;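 active = inhibition of at least 40%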;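 note: mutant grown at 25 °C; 0% = DMSO wells with yeast and 100% = wells holding no yeast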
tim23-1 inh: tim23-1 yeast growth inhibition; S. cerevisiae tim23-1 growth, BacTiter-Glo luminescence, 24 h; inhibition, % at 20 µM; 330,000 compounds, 1.3% hits;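 active = growth inhibition of the mutant yeast at or above 50%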;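 note: temperature-sensitive mutant grown at 25 °C; plate controls were DMSO-treated mutant yeast for no effect and medium wells lacking yeast for full effect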
Mdm2-MdmX inh: inhibitors of human Mdm2/MdmX interaction | SaOS-2 split-luciferase Mdm2/MdmX complementation, luminescence | 330,000 compounds, 3% hits | inhibition, % at 8 µM | AID 485346;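 active = inhibition of at least 50% at 8 µM in the primary screen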
Target sequence (O15151 whole entry, looked up): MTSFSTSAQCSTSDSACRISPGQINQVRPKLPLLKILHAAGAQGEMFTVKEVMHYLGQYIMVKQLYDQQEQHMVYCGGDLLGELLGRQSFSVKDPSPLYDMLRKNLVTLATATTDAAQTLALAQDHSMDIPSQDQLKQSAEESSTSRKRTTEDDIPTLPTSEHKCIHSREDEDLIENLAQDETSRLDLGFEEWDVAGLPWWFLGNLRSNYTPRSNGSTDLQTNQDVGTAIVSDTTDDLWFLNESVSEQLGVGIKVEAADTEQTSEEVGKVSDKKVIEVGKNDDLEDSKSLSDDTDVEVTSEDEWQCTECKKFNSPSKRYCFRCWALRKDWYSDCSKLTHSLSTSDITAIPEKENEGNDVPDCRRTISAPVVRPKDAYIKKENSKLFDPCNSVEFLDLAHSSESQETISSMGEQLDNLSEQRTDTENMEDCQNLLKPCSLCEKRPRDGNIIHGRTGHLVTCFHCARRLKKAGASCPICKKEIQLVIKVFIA
Target sequence (Q00987 whole entry, looked up): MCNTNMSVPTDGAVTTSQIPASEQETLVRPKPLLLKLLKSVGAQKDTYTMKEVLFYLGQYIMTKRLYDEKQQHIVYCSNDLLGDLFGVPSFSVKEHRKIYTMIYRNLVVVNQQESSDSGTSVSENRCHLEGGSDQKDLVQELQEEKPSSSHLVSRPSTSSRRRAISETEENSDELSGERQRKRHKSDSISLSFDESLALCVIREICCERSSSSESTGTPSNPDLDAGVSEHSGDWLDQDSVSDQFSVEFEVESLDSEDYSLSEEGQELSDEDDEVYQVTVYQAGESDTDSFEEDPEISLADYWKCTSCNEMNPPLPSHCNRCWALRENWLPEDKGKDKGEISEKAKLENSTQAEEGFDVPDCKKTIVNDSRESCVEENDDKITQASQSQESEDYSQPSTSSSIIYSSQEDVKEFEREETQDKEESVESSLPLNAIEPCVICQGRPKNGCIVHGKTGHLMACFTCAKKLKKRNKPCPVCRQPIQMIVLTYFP
APJ ag: activates the human apelin receptor APJ. P35414. CHO-K1 APJ PathHunter beta-arrestin, luminescence; 0% DMSO wells, 100% apelin. activation, % at 20 µM. 330,000 compounds, 0.11% hits. AID 2520;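 active = activation more than six SD over the plate average, tested at 20 µM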;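 note: 0% = DMSO alone and 100% = apelin-13 at 10 nM; some results filed as inactive read as strong as hits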
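Material: CHO-K1 APJ beta-arrestin complementation cell line; Input: cell density 1000 per well; Incubation: compound stimulation 90 min at 25 °C, detection 60 min; Signal: luminescence from split beta-galactosidase complementation, Galacton Star/Emerald II substrate; Controls: DMSO-only wells as negative, 10 nM Apelin-13 as positive control.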
UPR XBP1 act: adaptive UPR (XBP1) activation; CHO-XBP1 luciferase reporter, IRE1-XBP1 UPR activation, luminescence; percent of tunicamycin response, DMSO as zero; activation, % at 20 µM; 330,000 compounds, 0.33% hits;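 active = versus positive control, 20 µM dose yields 30% or more activation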;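 note: 100% = tunicamycin at 10 µg/mL and 0% = DMSO only wells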
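Test system: CHO-XBP1 luciferase reporter cells | Buffer or medium: Serum-containing F12 medium, 10% FBS | Schedule: 6 h compound exposure at 37 °C, 5% CO2 | Detection: Steady-Glo luciferase glow luminescence, 10 min after reagent addition | Read-out basis: Activation, % of tunicamycin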
NALP3 yeast inh: NALP3 inhibition in yeast; Yeast reconstituted NLRP3/ASC/caspase-1, beta-gal luminescence, 24 h; inhibition, % at 10 µM; 330,000 compounds, 0.39% hits; AID 2825;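 active = inhibition of 50% or more; inactive = inhibition below 50%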;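 note: plate controls were induced DMSO wells for no effect and uninduced yeast grown without galactose for full effect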
CHOP UPR activ: activators of apoptotic arm of unfolded protein response (CHOP) | activation, % at 10 µM | 330,000 compounds, 0.34% hits | CHO-CHOP luciferase reporter, UPR activation, luminescence; percent of tunicamycin response over DMSO baseline | AID 449763;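 active = at 10 µM dose, activation of 40% or more, normalized to positive control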;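 note: 100% = tunicamycin at 10 µg/mL and 0% = DMSO alone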
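Dosing – one dose, 10 µM in 0.5% DMSO · System – CHO-CHOP cells, stable luciferase reporter of PERK-eIF2a-CHOP signalling · Input – 500 cells/well · Control set – tunicamycin 10 µg/mL final as positive, DMSO-only wells as negative · Timing – 6 h compound treatment, 37 °C · Measure – % activation vs tunicamycin · Technique – luminescence read with Steady-Glo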
TIM10 inh: inhibits growth of TIM10 yeast strain | 330,000 compounds, 1.4% hits | S. cerevisiae TIM10 strain growth, BacTiter-Glo luminescence, 24 h | inhibition, % at 10 µM;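 active = inhibition of 40% or more at the single tested concentration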;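 note: wild-type TIM10 isogenic control strain grown at permissive 25 °C; 0% = DMSO yeast wells and 100% = minimal medium wells without yeast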
GRIN3A LBD mod: modulates the human NR3A ligand-binding domain; AID 1259313; NR3A LBD differential scanning fluorimetry, Tm shift; 0% = protein alone, 100% = glycine-bound protein; 340,000 compounds, 2.5% hits; Tm shift relative to glycine control, % at 25 µM;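 active = melting temperature shift of at least 10% of the positive control shift, at one fixed dose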
Active calls of the source: *; . = no result given.

(1) O=C(/C=C/C=C/c1ccccc1)c1ccco1
(2) CCOc1ccc(NC(=S)N2CCN(C/C=C/c3ccccc3)CC2)cc1
(3) O=C(CSc1nc2ccccc2s1)CSc1nc2ccccc2s1
(4) CCOc1ccc(-c2nc(-c3cccs3)c(CC(=O)O)s2)cc1OC
(5) COCCCN1CC(=O)N2C(c3ccc(C)cc3)c3[nH]c4ccccc4c3C[C@H]2C1=O (stereo not given in full)
entry no.	1	2	3	4	5
tim10-1 inh	39	22	2	15	16
tim23-1 inh	27	2	-3	10	19
Mdm2-MdmX inh	12	9	7	-12	17
APJ ag	-3	-4	-2	-1	-2
UPR XBP1 act	12	-5	-2	-1	-4
NALP3 yeast inh	13	19	16	1	19
CHOP UPR activ	20	3.1	-1.2	4.2	-0.5
TIM10 inh	-1	17	-12	16	17
GRIN3A LBD mod	5	-3	-2	-1	-2

(6) S=c1[nH]ncn1/N=C/c1ccccc1
(7) C[C@@]12C(=O)N(CC3CC3)CC(=O)N1[C@H](/C=C/c1ccccc1)[C@@H]1C(=O)N(c3ccccc3)C(=O)[C@@H]12
(8) Cc1cc(NC(=O)CSc2ccc3nnc(-c4ccc(Cl)cc4)n3n2)no1
(9) CCC(=O)N1CCc2cc(Br)cc(S(=O)(=O)CCC(=O)NCCc3ccccc3)c21
(10) CCOC(=O)N1CCN(CC(=O)Nc2nnc(C(F)(F)F)s2)CC1
entry no.	6	7	8	9	10
tim10-1 inh	19	-4	24	14	5
tim23-1 inh	20	-5	5	3	16
Mdm2-MdmX inh	24	10	27	-17	-4
APJ ag	4	-5	2	-1	-2
UPR XBP1 act	-2	-3	-2	1	-1
NALP3 yeast inh	33	-2	13	-6	10
CHOP UPR activ	0.0	-1.2	-1.7	1.2	1.1
TIM10 inh	-13	-17	5	-7	-3
GRIN3A LBD mod	-4	-2	0	-1	-2

(11) O=C1COc2ccc(C(=O)COC(=O)Cc3ccc(F)cc3)cc2N1
(12) Cc1ccc(S(=O)(=O)N2CCCCC2)cc1NC(=O)CSc1ncccn1
(13) Cc1ccc(NC(=O)Nc2cnccn2)c(C)c1
(14) COc1ccc(-n2nc(C(=O)NCC(=O)N3CC(C)CC(C)C3)c3ccccc3c2=O)c(OC)c1 (stereo not given)
(15) CC1CCc2sc(C(=O)OCC(=O)NCc3ccc(F)cc3)cc2C1 (stereo not given)
entry no.	11	12	13	14	15
tim10-1 inh	22	8	27	11	-5
tim23-1 inh	19	-7	8	19	1
Mdm2-MdmX inh	23	6	-21	14	41
APJ ag	13	-2	-4	-3	4
UPR XBP1 act	3	-3	0	-2	1
NALP3 yeast inh	8	14	24	0	19
CHOP UPR activ	1.1	-1.4	5.0	-0.9	-2.4
TIM10 inh	7	4	4	-2	-1
GRIN3A LBD mod	1	0	0	-1	2

A draw from above in order of molar mass, ascending.
(15) CC1CCc2sc(C(=O)OCC(=O)NCc3ccc(F)cc3)cc2C1 (stereo not given)
(10) CCOC(=O)N1CCN(CC(=O)Nc2nnc(C(F)(F)F)s2)CC1
(14) COc1ccc(-n2nc(C(=O)NCC(=O)N3CC(C)CC(C)C3)c3ccccc3c2=O)c(OC)c1 (stereo not given)
entry no.	15	10	14
tim10-1 inh	-5	5	11
tim23-1 inh	1	16	19
Mdm2-MdmX inh	41	-4	14
APJ ag	4	-2	-3
UPR XBP1 act	1	-1	-2
NALP3 yeast inh	19	10	0
CHOP UPR activ	-2.4	1.1	-0.9
TIM10 inh	-1	-3	-2
GRIN3A LBD mod	2	-2	-1

(continued)
(16) Cc1ccc(C2=NN(CC(=O)NCc3ccco3)C(=O)CC2)cc1
(17) CC(C)(C)c1ccc(-c2nc(NCc3cccnc3)c3ccccc3n2)cc1
(18) CN(C)c1ccc(/C=C(/NC(=O)c2ccccc2)C(=O)N/N=C/c2ccc([N+](=O)[O-])c(O)c2)cc1
(19) CC1(C)CC(=O)C(C=NCCCN2CCCC2=O)=C(O)C1
(20) Cc1cc(C)n(C(=O)c2cc3sccc3[nH]2)n1
entry no.	16	17	18	19	20
tim10-1 inh	8	19	35	-8	8
tim23-1 inh	10	20	18	-4	7
Mdm2-MdmX inh	15	11	16	13	5
APJ ag	3	-1	-4	-6	-4
UPR XBP1 act	-2	1	-6	-4	0
NALP3 yeast inh	-8	9	32	16	17
CHOP UPR activ	-1.3	9.5	-0.7	-1.2	3.2
TIM10 inh	-6	31	10	-8	9
GRIN3A LBD mod	-1	8	-6	7	4

(21) O=C(O)C1C2C=CC(O2)C1C(=O)Nc1ccc(S(=O)(=O)N2CCc3ccccc32)cc1 (stereo not given)
(22) COc1ccccc1N1CCN(C(=O)COc2cccc3ccccc23)CC1
(23) Cc1sc(NC(=O)CSc2nnc(C(C)C)n2C)c(C#N)c1C
(24) COc1c2c(c(C)c3c1C(=O)OC3)O[C@@]1(C)CC[C@@]3(O)C(C)(C)OC(=O)CC[C@]3(C)[C@H]1C2
(25) COC(=O)/C(C#N)=C/c1c(Oc2cccc(C)c2)nc2ccccn2c1=O
entry no.	21	22	23	24	25
tim10-1 inh	19	25	19	-5	15
tim23-1 inh	11	36	16	6	28
Mdm2-MdmX inh	7	-1	3	-14	6
APJ ag	-1	0	7	-1	-1
UPR XBP1 act	-1	-3	-2	-1	-1
NALP3 yeast inh	-9	8	20	8	13
CHOP UPR activ	0.1	-1.5	1.0	-1.4	-1.2
TIM10 inh	2	9	-13	2	24
GRIN3A LBD mod	1	-1	1	-3	2

Quoted at random: three records from the list
(22) COc1ccccc1N1CCN(C(=O)COc2cccc3ccccc23)CC1
(21) O=C(O)C1C2C=CC(O2)C1C(=O)Nc1ccc(S(=O)(=O)N2CCc3ccccc32)cc1 (stereo not given)
(24) COc1c2c(c(C)c3c1C(=O)OC3)O[C@@]1(C)CC[C@@]3(O)C(C)(C)OC(=O)CC[C@]3(C)[C@H]1C2
entry no.	22	21	24
tim10-1 inh	25	19	-5
tim23-1 inh	36	11	6
Mdm2-MdmX inh	-1	7	-14
APJ ag	0	-1	-1
UPR XBP1 act	-3	-1	-1
NALP3 yeast inh	8	-9	8
CHOP UPR activ	-1.5	0.1	-1.4
TIM10 inh	9	2	2
GRIN3A LBD mod	-1	1	-3

(next part)
(26) COC(=O)[C@@H](NC(=O)NC1CCCCC1C)C(C)C (stereo not given in full)
(27) COc1ccc2[nH]c(=O)c(CNc3ccccc3OC)cc2c1
(28) CCC(NC(=O)N(Cc1ccccc1)Cc1ccc2c(c1)OCO2)(C(F)(F)F)C(F)(F)F
(29) Cc1cc(C(=O)N/N=C2\CCCC(=O)C2)c(C)o1
(30) COC(=O)c1ccccc1NC(=O)CN1C(=O)c2ccccc2S1(=O)=O
entry no.	26	27	28	29	30
tim10-1 inh	3	20	18	-5	-3
tim23-1 inh	7	-3	13	-5	8
Mdm2-MdmX inh	-3	7	33	24	-24
APJ ag	-3	9	-4	-5	0
UPR XBP1 act	2	-1	2	-5	-1
NALP3 yeast inh	13	1	5	16	22
CHOP UPR activ	-0.3	2.0	-2.5	-0.8	2.6
TIM10 inh	9	-3	2	1	-6
GRIN3A LBD mod	-2	0	3	1	-1

(31) O=C(CSc1nnc(-c2ccco2)n1-c1ccccc1)N1CCN(C(=O)c2ccco2)CC1
(32) Cc1ccc(-c2csc3ncnc(N4CCN(C)CC4)c23)cc1C
(33) COc1cc(NC(=O)c2ccc([N+](=O)[O-])cc2)c(OC)cc1NC(=O)CC(C)C
(34) COc1cc2[nH]c(=S)nc(NCc3cccc(Cl)c3)c2cc1OC
(35) Cc1csc(NC(=O)CCn2c(=O)oc3ccc(Cl)cc32)n1
entry no.	31	32	33	34	35
tim10-1 inh	2	10	2	-11	43*
tim23-1 inh	15	3	-6	-3	7
Mdm2-MdmX inh	-37	29	-5	31	-2
APJ ag	-2	-2	1	-3	-5
UPR XBP1 act	-5	-7	0	0	-3
NALP3 yeast inh	14	29	21	4	-2
CHOP UPR activ	1.4	-0.4	0.5	1.6	-1.2
TIM10 inh	10	-2	-8	9	-10
GRIN3A LBD mod	2	-3	-1	-14	0

(36) O=C(CSc1ccc(Cl)cc1)NN=C1CCCCCC1
(37) Cc1c(NC(=O)c2c([N+](=O)[O-])cnn2C)c(=O)n(-c2ccccc2)n1C
(38) O=C(Cc1ccccc1)Nc1ccc(SC(F)F)cc1
(39) O=c1[nH][nH]c2nc(C(F)(F)F)cc(C(F)(F)F)c12
(40) COc1ccccc1[C@]1(C)ON(c2ccccc2C(F)(F)F)C1=O
entry no.	36	37	38	39	40
tim10-1 inh	9	-20	22	10	-51
tim23-1 inh	15	-2	42	5	69*
Mdm2-MdmX inh	-21	11	-92	10	92*
APJ ag	1	1	-1	3	-1
UPR XBP1 act	0	-3	2	0	-7
NALP3 yeast inh	-10	13	28	1	16
CHOP UPR activ	-0.6	0.9	6.8	0.8	25
TIM10 inh	-10	9	24	-4	63*
GRIN3A LBD mod	-2	-1	-2	1	1

(41) COCCN(C(=O)COC(=O)c1ccccc1NCc1ccco1)c1c(N)n(Cc2ccccc2)c(=O)[nH]c1=O
(42) CCc1cc(=O)oc2cc(OCC(N)=O)c(Cl)cc12
(43) CN1CCN(C(=O)/C(=C\c2ccc3c(c2)OCO3)NC(=O)c2cccs2)CC1
(44) Cc1ccc(-c2nnn(CC(=O)N(Cc3ccccc3F)C(C(=O)NC3CCCC3)c3ccncc3)n2)o1 (stereo not given)
(45) O=C(Nc1ccc(Cl)cc1)c1cc(S(=O)(=O)N2CCOCC2)cs1
entry no.	41	42	43	44	45
tim10-1 inh	7	13	-8	13	25
tim23-1 inh	-11	-13	-2	-4	17
Mdm2-MdmX inh	3	-2	10	0	18
APJ ag	-3	-4	-2	-3	-1
UPR XBP1 act	1	0	0	-1	-1
NALP3 yeast inh	20	9	4	10	5
CHOP UPR activ	-0.4	-0.3	2.1	-2.3	5.1
TIM10 inh	2	9	-2	22	9
GRIN3A LBD mod	-1	2	1	-1	-4

(46) COc1ccc(S(=O)(=O)N2CCCCCC2)cc1C(=O)N(C)Cc1ccc(Cl)cc1Cl
(47) COC(=O)c1cccc(NC(=O)C(C)N2C(=O)c3ccccc3C2=O)c1 (stereo not given)
(48) COc1ccc(CCNC(=S)NCc2cccs2)cc1OC
(49) Oc1c(Cl)cc(Cl)c(Cl)c1Cc1c(O)c(Cl)cc(Cl)c1Cl
(50) COc1ccc(CN2CN(S(=O)(=O)c3ccccc3)c3nc4ccccc4nc32)cc1
(51) COc1ccc(NC(=O)c2cc(-c3ccccn3)nc3ccccc23)cc1S(=O)(=O)N(C)C
(52) COc1ccccc1NC(=S)c1ccccc1
(53) CCOc1ccc(S(=O)(=O)N2CCN(C(=S)NCC3CCCO3)CC2)cc1 (stereo not given)
entry no.	46	47	48	49	50	51	52	53
tim10-1 inh	27	7	-4	91*	9	6	1	-11
tim23-1 inh	35	8	16	95*	23	19	-2	0
Mdm2-MdmX inh	28	17	-25	95*	-13	49	-40	4
APJ ag	9	-5	-4	0	-3	-6	-2	-2
UPR XBP1 act	2	-1	-1	-2	2	-1	-2	1
NALP3 yeast inh	13	-3	10	96*	17	16	-74	11
CHOP UPR activ	0.4	-2.1	0.0	7.4	2.9	1.5	0.6	1.1
TIM10 inh	14	2	16	91*	3	12	13	-12
GRIN3A LBD mod	.	0	6	-12	-7	0	3	-1

Compound activity: PubChem, Sanford-Burnham Center for Chemical Genomics
